# Source: PubChem (several laboratories)
# PPARg SRC2 recr: PPARgamma-driven SRC-2 recruitment agonism; P37231; PPARgamma LBD-SRC-2 recruitment, biochemical; activation, % at 8 µM; 0.34% of 200,000 active; in the data active = activation above about 22%;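 also: 0% = vehicle and 100% = reference agonist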
# G6PDH CS: L. mesenteroides G6PDH inhibition counter-screen | inhibition, % at 5 µM | 0.12% of 200,000 active | Purified L. mesenteroides G6PDH, diaphorase/resazurin coupled fluorescence, 45 min | AID 1020; in the data active = inhibition above about 50%
# S1P3 antag: antagonists of human S1P3 receptor; Q99500; CHO S1P3 NFAT-BLA reporter, FRET fluorescence, antagonist mode; inhibition, % at 4.98 µM; 0.27% of 170,000 active; AID 485;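 active = inhibition above the plate cutoff, the mean inhibition of test wells on that plate plus 3 SD, cut at about 28% in these data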;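 also: cells challenged with S1P at its EC80 of 0.8 µM; blue over green emission ratio from cleaved BLA substrate after 4 h stimulation; 0% = S1P-stimulated wells and 100% = unstimulated DMSO-only wells; some compounds past the cut are filed as inactive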
# SRC2 TRFRET art: counter-screen for PPARgamma SRC-2 recruitment agonists: TR-FRET artefact; AID 1049; active compounds read high; TR-FRET ratio at 8 µM; 0.4% of 200,000 active; in the data active = TR-FRET ratio above about 2000; also: inactives centre near 1500
# PMI activator: phosphomannose isomerase (human) activation; purified human PMI, coupled resazurin fluorescence, 20 min; active compounds read high; 1 = vehicle control, 0 substrate-free wells; activation factor at 20 µM; 0.005% of 190,000 active; P34949;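 active = activation factor of 2 or more at 20 µM, relative to plate controls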
# Target sequence (P34949 whole entry, looked up): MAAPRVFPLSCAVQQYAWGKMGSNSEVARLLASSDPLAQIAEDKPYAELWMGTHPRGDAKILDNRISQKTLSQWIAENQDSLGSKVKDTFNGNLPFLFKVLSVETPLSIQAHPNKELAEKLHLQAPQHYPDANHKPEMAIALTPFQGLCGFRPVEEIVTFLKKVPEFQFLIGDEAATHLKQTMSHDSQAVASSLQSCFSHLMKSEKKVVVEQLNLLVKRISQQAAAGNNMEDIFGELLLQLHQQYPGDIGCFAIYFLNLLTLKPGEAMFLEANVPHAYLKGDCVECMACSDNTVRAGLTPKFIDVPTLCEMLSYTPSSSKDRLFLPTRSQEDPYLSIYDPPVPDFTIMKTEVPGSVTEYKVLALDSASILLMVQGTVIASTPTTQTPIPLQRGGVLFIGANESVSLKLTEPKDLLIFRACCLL
# Diaphorase inh: diaphorase inhibition or chemical oxidation counter-screen. diaphorase resazurin-to-resorufin fluorescence, NADH, 16 min; bacterial (C. kluyveri) enzyme, not human. inhibition, % at 20 µM. 0.69% of 190,000 active;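 active = primary screen inhibition at 20 µM above a set limit, cut at about 50% in these data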;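 also: plate controls were DMSO with full reaction for no effect and wells lacking NADH for full effect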
#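 Test system: Clostridium kluyveri diaphorase enzyme / Quantity: diaphorase at 0.14 U/mL in enzyme working solution / Incubation: 16-min room-temperature incubation before reading / Benchmarks: NADH-free wells as positive control, DMSO-only neutral wells / Signal: resorufin fluorescence 544/590 nm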
# PMI act satM6P: activators of human phosphomannose isomerase at near-saturating mannose 6-phosphate; P34949; coupled PMI enzyme assay, resazurin fluorescence, 20 min; active compounds read high; 1 = untreated enzyme, 0 = substrate-free blank; activation factor at 20 µM; 0.34% of 190,000 active; AID 1216;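 active = activation factor of 2 or more at 20 µM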
#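 assay system = human phosphomannose isomerase with PGI, G6PDH, diaphorase coupling enzymes | quantity = 15 ng/mL PMI | incubation = enzyme reaction with compound 20 min at room temperature | medium = HEPES pH 7.4 buffer with MgCl2 and Tween-20 | compound dosing = one concentration, 20 µM, in 1% DMSO | measured by = Diaphorase-driven resazurin-to-resorufin fluorescence, excitation 544, emission 590 nm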
# Diaphorase act: activates diaphorase or chemically reduces, flagging diaphorase assay artifacts; Diaphorase/resazurin coupled assay, resorufin fluorescence, 16 min; active compounds read high; 1 = vehicle wells, 0 = NADH-free wells; activation factor at 20 µM; 0.005% of 190,000 active;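 active = diaphorase activity raised at least twofold by the compound at 20 µM; inactive = activation factor below 2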
#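 System – purified diaphorase enzyme from Clostridium kluyveri · Input – enzyme 0.07 U/mL final · Also added – final NADH 0.114 mM, resazurin 0.1 mM · Measured by – fluorescence of resorufin, 544 nm excitation, 590 nm emission · Timing – 16 min enzyme reaction, ambient temperature · Measure – resorufin increase flagging diaphorase activators or reducers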
# PPARg SRC1 recr: promotes SRC-1 coactivator recruitment by human PPARgamma; P37231; PPARgamma-SRC-1 coactivator recruitment biochemical assay; activation, % at 8 µM; 0.41% of 200,000 active; AID 631; in the data active = activation above about 19%;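 also: 0% = DMSO and 100% = reference agonist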
# PPARg SRC3 recr: promotes SRC-3 coactivator recruitment by human PPARgamma | P37231 | biochemical PPARgamma/SRC-3 coactivator recruitment assay | activation, % at 8 µM | 0.26% of 200,000 active | AID 731; in the data active = activation above about 23%;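 also: 0% = DMSO and 100% = reference agonist; some compounds past the cut are filed as inactive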
# ROMK primary: human ROMK K+ channel modulation, primary screen; P48048; Tet-inducible ROMK, thallium flux fluorescence; actives lie on both sides; B-score at 10 µM; 2% of 130,000 active; AID 1918;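 active = signal ratio slope over the read window, or its plate-corrected B-score, at least 3 SD from the plate mean, either direction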;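 also: B-score of the F/F0 ratio slope over 7 to 12 s after thallium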
# Target sequence (P48048 whole entry, looked up): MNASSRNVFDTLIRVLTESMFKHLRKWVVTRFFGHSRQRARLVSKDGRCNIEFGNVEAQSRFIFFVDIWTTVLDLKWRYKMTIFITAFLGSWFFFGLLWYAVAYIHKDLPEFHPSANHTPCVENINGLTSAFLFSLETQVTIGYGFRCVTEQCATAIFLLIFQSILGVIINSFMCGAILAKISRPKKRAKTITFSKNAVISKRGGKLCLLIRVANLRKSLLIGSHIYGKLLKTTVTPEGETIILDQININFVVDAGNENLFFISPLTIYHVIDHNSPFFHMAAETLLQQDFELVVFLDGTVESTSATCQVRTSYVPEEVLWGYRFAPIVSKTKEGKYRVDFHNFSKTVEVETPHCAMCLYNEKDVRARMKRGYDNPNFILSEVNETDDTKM
# * hit, by the source's call; · = not tested or not shown. Compounds as they come; 3.3% or so of the library scored in one or more.
SMILES,PPARg SRC2 recr,G6PDH CS,S1P3 antag,SRC2 TRFRET art,PMI activator,Diaphorase inh,PMI act satM6P,Diaphorase act,PPARg SRC1 recr,PPARg SRC3 recr,ROMK primary
N#C/C(=C\c1ccncc1)C(N)=O,3,-1,-19,1581,1.1,6,0.8,0.9,-6,5,-0.19
CCCCOc1ccc(Cl)cc1CSc1n[nH]c(C)n1,-12,0,·,1343,0.9,10,1,0.9,10,5,·
CC(=O)Nc1ccc(NC(=O)C(C)OC(=O)c2ccc(C)s2)cc1 (stereo not given),-9,1,-9,1343,1,10,0.9,0.9,-12,-2,·
Cc1ccc(/C=C(\NC(=O)c2ccccc2)C(=O)NC(Cc2ccccc2)C(=O)O)cc1 (stereo not given),3,5,9,1590,0.9,8,1,0.9,-5,0,0.52
CCC(C)NC(=O)Cn1c(=O)n(CCCCCC(=O)Nc2ccccc2)c(=O)c2sccc21 (stereo not given),-2,-10,-5,1504,1,-1,1,1,-5,4,0.47
COc1ccc(NC(=O)CN2CCN(S(=O)(=O)c3ccc(C(C)C)cc3)CC2)cc1OC,-3,4,-42,1557,0.9,12,1,0.9,-2,3,0.53
CC(C)(CO)NC(=O)C(c1ccccc1)c1ccccc1,18,-24,-8,1618,1,5,1,1,9,-15,0.44
CCC(C)(C)C1CCC(=NNS(=O)(=O)c2ccc(C)c([N+](=O)[O-])c2)CC1 (stereo not given),6,-17,-20,1452,1,20,1.2,0.8,2,5,-0.73
c1ccc(Cn2ncc3c(N4CCCCC4)ncnc32)cc1,6,0,-41,1742,1,14,1.1,0.9,10,1,·
CSc1cccc(NC(=S)N2CCC(N(C)C3CCCCC3)CC2)c1,-11,6,-6,1228,1,9,0.9,0.9,-4,-4,·
Cc1ccc(-c2nc(SCC(=O)NCC3CCCO3)c(-c3ccccc3)[nH]2)cc1 (stereo not given),-4,18,5,1525,0.9,10,0.9,0.9,-8,1,-0.59
Cc1ccc(NC(=S)N(CCCN2CCOCC2)Cc2ccco2)cc1,-3,-4,1,1526,1,5,1.1,0.9,3,1,-0.76
C[C@@H]1NC(=O)c2cc([N+](=O)[O-])cc(F)c2NCCC[C@@H](C(N)=O)NC(=O)[C@H](CC(N)=O)NC1=O,12,7,-3,1569,1.1,12,1,0.9,5,1,1.5
COc1ccccc1C1C(C(=O)c2sc(C)nc2C)=C(O)C(=O)N1CCN1CCOCC1 (stereo not given),-5,-2,-1,1579,1.4,8,1.3,0.9,-3,0,·
O=C(CSc1nc2ccccc2[nH]1)NC1CCS(=O)(=O)C1 (stereo not given),15,0,·,1644,0.9,8,0.9,0.9,6,4,-0.3
COC(=O)c1ccc(NC(=O)CSc2nnc(COc3c(C)cccc3C)o2)cc1,1,7,·,1799,1.1,-2,1.1,1,4,7,0.99
Cc1cccc(NC(=S)N(CCCN(C)C)Cc2cc3cc4c(cc3[nH]c2=O)OCO4)c1,0,3,1,1402,0.9,-4,1,1,-3,7,-1.4
C(=N\N1CCOCC1)/c1cn(-c2ccccc2)nc1-c1ccccc1,2,3,-3,1457,1.1,-12,1,1.1,-3,-1,0.027
Cc1ccc(S(=O)(=O)Nc2nc3ccccc3s2)cc1,2,-2,·,1370,1.1,14,1.1,0.9,1,3,-0.019
O=C(CN1CCC(NC(=O)c2ccccc2Cl)CC1)NCc1ccco1,-7,3,-18,1502,1.1,7,1.1,0.9,-11,-3,·
CCCCCNC(=O)c1ccc2c(=O)n(CCOC)c(=O)[nH]c2c1,5,7,·,1351,1.1,7,1,0.9,-1,3,-0.059
COc1ccc(-c2onc3ccc(Cl)cc23)cc1,11,7,·,1527,1.1,25,1.4,0.8,6,1,0.013
COc1ccc(N2CCN(C(=O)CSc3nnc4nc(C)cc(C)n34)CC2)cc1,10,·,-6,1550,·,·,·,·,-1,10,·
CC1CCCN(CC(=O)Nc2ccc(S(=O)(=O)N3CCCCCC3)cc2)C1 (stereo not given),2,5,11,1514,0.9,12,0.9,0.9,3,-2,-0.79
Cc1cccc(NC(=O)c2sccc2-n2cccc2)c1C,8,5,·,1669,0.9,21,1,0.8,-2,-3,·
c1nnc2c3c4c(sc3ncn12)CCCC4,6,-20,-14,1625,0.9,14,0.9,0.9,0,2,·
Cc1nn2c3cc(N4CCOCC4)ccc3nc2c2ccccc12,-1,·,13,1733,·,·,·,·,-2,6,0.48
N#C/C(=N\O)c1nc2ccccc2s1,2,12,-4,1474,0.9,19,0.9,0.8,0,3,0.53
COc1cc(-n2c(C)nc3cc(C(=O)O)ccc32)cc(OC)c1OC,3,5,-13,1673,1.3,-14,1.2,1.1,0,4,0.8
COc1c2c(nc3occc13)C(CCC(C)(C)O)(OC)C(O)CC2 (stereo not given),9,8,5,1666,1,7,0.9,0.9,8,10,0.46

# Four entries out of the list, arranged by heavy-atom count, high to low.
SMILES,PPARg SRC2 recr,G6PDH CS,S1P3 antag,SRC2 TRFRET art,PMI activator,Diaphorase inh,PMI act satM6P,Diaphorase act,PPARg SRC1 recr,PPARg SRC3 recr,ROMK primary
COc1ccc(N2CCN(C(=O)CSc3nnc4nc(C)cc(C)n34)CC2)cc1,10,·,-6,1550,·,·,·,·,-1,10,·
COc1cc(-n2c(C)nc3cc(C(=O)O)ccc32)cc(OC)c1OC,3,5,-13,1673,1.3,-14,1.2,1.1,0,4,0.8
CCCCCNC(=O)c1ccc2c(=O)n(CCOC)c(=O)[nH]c2c1,5,7,·,1351,1.1,7,1,0.9,-1,3,-0.059
c1nnc2c3c4c(sc3ncn12)CCCC4,6,-20,-14,1625,0.9,14,0.9,0.9,0,2,·

# Other compounds follow.
SMILES,PPARg SRC2 recr,G6PDH CS,S1P3 antag,SRC2 TRFRET art,PMI activator,Diaphorase inh,PMI act satM6P,Diaphorase act,PPARg SRC1 recr,PPARg SRC3 recr,ROMK primary
CSc1ncccc1C(=O)Nc1ccc(S(=O)(=O)Nc2nccs2)cc1,-2,2,-11,1644,0.9,19,0.9,0.8,-2,-4,0.61
Cc1cc(C)n(-c2nc3ccccc3nc2N2CCCCCC2)n1,6,1,26,1681,0.9,11,0.9,0.9,11,10,-0.76
O=C(Nc1ccc2oc(-c3ccccc3F)nc2c1)c1cncc(Br)c1,-5,-33,1,1522,0.9,11,0.9,0.9,0,-1,·
Cc1ccc(C(=O)N/C(=C\c2sccc2C)C(=O)NCc2ccncc2)cc1,0,-10,5,1579,1,10,1,0.9,-9,-3,0.58
COc1ccc(N2CCN(Cc3nc(N)nc(Nc4ccc(C)c(Cl)c4)n3)CC2)cc1,-2,-4,10,1418,0.9,12,0.9,0.9,-2,0,·
Cc1ccccc1NC(=O)c1c(C)[nH]c(=S)c(C#N)c1-c1ccco1,-11,-16,-8,1570,1,28,0.9,0.7,-6,-3,·
COc1ccc(S(=O)(=O)N2CCN(C)CC2)c2ccccc12,5,13,-33,1659,0.8,3,0.9,1,4,-5,·
CC(=O)Nc1ccc(S(=O)(=O)N2CCN=C2SCc2cccnc2)cc1,2,6,2,1468,1.2,-5,1.1,1,-1,4,·
CCC(=O)OCCNc1nc(-c2ccccc2)nc2ccccc12,0,1,-1,1385,1,15,1.1,0.9,3,1,·
CCOC(=O)c1sc(NC(=O)c2ccc(S(=O)(=O)N3CCCCC3)cc2)nc1-c1ccccc1,2,-2,0,1419,0.9,23,0.9,0.8,8,0,·
CCOC(=O)C(C(=O)OCC)C(Nc1ccc(Br)cc1)c1ccccc1 (stereo not given),4,-2,·,1567,1,16,1,0.8,-4,-4,-2.1
Cc1cc(C2N=C(N)Nc3nc4ccccc4n32)c(C)n1-c1ccccc1Cl (stereo not given),6,7,·,1633,0.9,5,0.9,0.9,-1,-3,-5*
O=C(CNCc1ccco1)Nc1ccccc1-n1cccc1,4,-2,-20,1292,1.1,10,1.1,0.9,-3,-5,·
Cc1cc(C)n(-c2nc3ccccc3c3nc(C)nn23)n1,3,16,-10,1654,1,14,1,0.9,9,6,·
CCCn1nnc2sc3c(c2c1=O)CCC(C)C3 (stereo not given),-6,0,·,1374,0.9,6,1,0.9,0,-14,0.76
CCOC(=O)C1CCCN(C(=O)C2CCN(S(=O)(=O)N3CCC4(CC3)OCCO4)CC2)C1 (stereo not given),4,5,-10,1618,0.9,13,0.8,0.9,5,-1,·
Cc1ccsc1/C=N/NC(=O)c1ccncc1,3,12,-27,1715,1.2,-20,1.2,1.2,10,4,0.92
COC(=O)NNC(=O)c1ccccc1OC,0,18,-14,1848,1.1,-25,1.1,1.2,12,-3,-1.1
O=C(c1cccnc1)N1c2ccccc2Sc2ccccc21,5,4,-3,1438,0.9,18,0.9,0.8,9,6,-0.8
COc1ccc(C(=O)SC2=NCCS2)cc1,2,15,·,1521,1,5,1,1,-8,0,·
COc1ccccc1NC(=O)c1c(N=Cc2ccccc2O)cnn1C,1,1,-10,1484,1,10,0.9,0.9,6,2,1.1
CN1CCc2nc(SCC(=O)Nc3ccc(F)cc3)c(C#N)cc2C1,6,-34,4,1612,1.4,18,1.9,0.8,1,7,·
CN(C)c1ccc2c(c1)OC(N)=C(C#N)C2c1cccc(F)c1 (stereo not given),1,9,48,1673,0.9,10,0.7,0.9,5,3,·
COC(=O)c1ccc(NC(=O)C(=O)N2CCCC2)cc1,7,-3,·,1578,1.1,-9,1.1,1.1,4,6,0.64
O=C(Cc1cccc2ccccc12)N1CCCc2ccccc21,-4,10,·,1486,0.9,18,0.8,0.8,4,-10,·
CCOC(=O)CN1CC23C=CC(O2)C(C(=O)NC2CCCCCC2)C3C1=O (stereo not given),4,0,-16,1414,1,15,1,0.8,-2,0,·
CCN(CC)CCC(=O)NC(C)(C)Cc1ccc(O)cc1,-10,4,12,1369,1,5,1,1,-11,0,0.78
O=C(NC(Cc1c[nH]c2ccccc12)C(=O)NCc1ccc(F)cc1)OCc1ccccc1 (stereo not given),-10,5,3,1384,0.9,16,1,0.8,3,3,·
Cc1nc(Cc2nnc(SCc3nc(N)nc(Nc4ccccc4C)n3)o2)cs1,13,8,·,1580,1.1,13,1,0.9,4,6,·
CC(=O)c1c(C(C)=O)c(C)n(NC(=O)c2ccccc2O)c1C,8,-4,-25,1760,1,14,1,0.9,-4,3,·
CC1CC(C)CN(C(=O)Nc2ccc(Br)cc2)C1 (stereo not given),1,11,-9,1488,0.9,12,1,0.9,0,-2,-0.083
Cc1ccc(C(c2nnnn2CCC(C)C)N2CCN(C)CC2)cc1 (stereo not given),8,2,-23,1595,0.9,13,0.9,0.9,-3,-2,·
